MOR-DOR inv ag: inverse agonists of MOR-DOR heterodimerization, primary screen, cell-based, luminescence; Mu-type opioid receptor (Homo sapiens) + Delta-type opioid receptor (Homo sapiens), …; cell-based MOR-DOR heterodimer luminescence, inverse agonism; inhibition, % at 9.3 µM; actives 0.21% (n = 340,000); AID 504357, 2011; in the data active = inhibition above about 22%, passing the limit was not always enough;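 also: 0% = cells with DMSO and 100% = wells without cells with DMSO; values of inactives mirror those of a sister screen read the other way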
Target sequence (P35372 whole entry, looked up): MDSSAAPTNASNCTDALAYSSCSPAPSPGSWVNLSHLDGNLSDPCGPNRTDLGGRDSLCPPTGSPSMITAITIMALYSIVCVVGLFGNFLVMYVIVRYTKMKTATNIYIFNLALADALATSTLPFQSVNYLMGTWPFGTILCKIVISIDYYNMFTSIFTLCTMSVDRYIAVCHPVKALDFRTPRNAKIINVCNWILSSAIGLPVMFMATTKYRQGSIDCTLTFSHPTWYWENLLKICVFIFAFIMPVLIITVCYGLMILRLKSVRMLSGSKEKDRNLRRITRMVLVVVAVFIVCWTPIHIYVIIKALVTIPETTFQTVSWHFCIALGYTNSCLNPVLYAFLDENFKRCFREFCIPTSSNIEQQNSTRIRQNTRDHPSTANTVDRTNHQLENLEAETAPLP
Target sequence (P41143 whole entry, looked up): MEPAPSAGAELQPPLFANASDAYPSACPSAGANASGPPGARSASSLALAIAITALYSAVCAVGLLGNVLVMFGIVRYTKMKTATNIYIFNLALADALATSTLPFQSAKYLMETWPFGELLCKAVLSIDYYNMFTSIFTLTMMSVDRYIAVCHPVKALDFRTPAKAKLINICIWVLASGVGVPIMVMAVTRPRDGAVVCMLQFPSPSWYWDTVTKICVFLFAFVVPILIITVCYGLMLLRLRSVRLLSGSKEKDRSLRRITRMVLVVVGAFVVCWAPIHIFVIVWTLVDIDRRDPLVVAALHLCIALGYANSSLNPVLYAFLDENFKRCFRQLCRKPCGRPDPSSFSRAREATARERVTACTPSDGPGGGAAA
Mot1-301 SUMO: yeast Mot1-301 growth rescue at high temperature, primary screen, SUMOylation pathway inhibitor project, S. cerevisiae, ATP luminescence, 38.5C; S. cerevisiae Mot1-301 growth rescue; percent above DMSO median, 100 means doubled; growth rescue, % at 18.8 µM; actives 1% (n = 320,000); AID 2716, 2010;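 active = every valid replicate shows activation above 250% relative to neutral control wells; inactive = the rest, any valid replicate at or below 250%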;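 also: OY570 slx delta 5 strain wells were the positive control but not used for scaling; some compounds called inactive have numbers as strong as hits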
PfHsp90 set2: growth inhibition of PfHsp90-expressing yeast, primary screen, antimalarial PfHsp90 inhibitor project, S. cerevisiae, BacTiter-Glo luminescence, single point, set 2; actives 0.32% (n = 310,000); AID 504621, 2011; BacTiter-Glo ATP, 48 h; yeast lacking PDR1 and PDR3 efflux regulators; inhibition, % at 9.4 µM;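 active = every replicate shows inhibition above about 80%, whatever the replicate mean, limit read from the data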;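 also: 0% = DMSO neutral controls and 100% = 20 µM radicicol positive controls; yeast relying on Plasmodium falciparum Hsp90 in place of its own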
phage Ecoli inh: growth loss of phage-infected E. coli, primary screen, RecBCD inhibitor project, absorbance, with phage, HTS. AID 651602, 2012. actives 0.26% (n = 360,000). inhibition, % at 11.9 µM; in the data active = inhibition above about 11%
Tat export inh: E. coli Tat export inhibitors, primary screen, MC4100, TorA-mCherry reporter, fluorescence, single point | inhibition, % at 10 µM | actives 0.036% (n = 340,000) | AID 488895, 2010;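 active = mean replicate inhibition at least 50% and at least half of replicates individually reaching 50%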;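 also: exported cargo escapes ClpAP degradation while cytoplasmic cargo is degraded and loses fluorescence; 0% = median of neutral control wells and 100% = median of NaSCN control wells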
MOR-DOR ag: agonists of OPRM1-OPRD1 heterodimerization, primary screen, cell-based, luminescence; Mu-type opioid receptor (Homo sapiens) + Delta-type opioid receptor (Homo sapiens), …; cells; activation, % at 9.3 µM; actives 0.3% (n = 340,000); AID 504326, 2011; in the data active = activation above about 18%;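 also: 0% = vehicle-treated cells and 100% = reference agonist; values of inactives mirror those of a sister screen read the other way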
E coli growth: E. coli V3065 growth inhibition, primary screen, counter-screen for AddAB inhibitor project, absorbance, OD600; 18 h; inhibition, % at 11.9 µM; actives 0.27% (n = 330,000); AID 449728, 2010;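 active = inhibition above the campaign's mean inhibition across all tested compounds plus 3 SD, cut at about 9.9% in these data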;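 also: uninfected addAB+ strain grown without phage in ampicillin broth; 0% = DMSO wells and 100% = ciprofloxacin 0.95 µg/ml wells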
DSG3 Ab inh: inhibitors of pemphigus antibody binding to DSG3, primary screen, biochemical, bead-based, flow cytometry, scFv-GFP; DSG3-coupled beads, scFv-anti-DSG3-GFP binding; active compounds read low; AID 588358, 2011; actives 0.48% (n = 310,000); binding (percent of control), % at 10 µM;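 active = binding more than 3 SD below its plate's average and above zero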;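 also: hits lower antibody fragment binding to DSG3; some compounds called inactive have numbers as strong as hits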
Arr AP2 block: inhibitors of beta-arrestin/AP2 binding, primary screen, biochemical, GPCR trafficking, flow cytometry. beta-arrestin 1 C-terminal peptide binding to AP2 beta2-adaptin appendage (human). FITC-arrestin peptide / GST-AP2 beads; AP2 beta2 appendage carries R879A mutation. inhibition, % at 10 µM. actives 0.31% (n = 340,000);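 active = inhibition above a set limit, near 3 SD of compounds lacking own fluorescence, cut at about 54% in these data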;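 also: plate controls were DMSO wells for no effect and 5 µM unlabelled arrestin peptide for full effect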
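Assay system: GST-AP2 R879A bound to glutathione beads, E. coli-expressed; Medium: PBS with 0.05% Tween 20 and 0.1% BSA; Also added: fluorescein-tagged arrestin peptide at 50 nM final; Timing: 12 min plus 1 h, RT; Measured by: flow cytometry, FL1 (488/535 nm); Evaluation: percent drop in bead-associated FITC signal.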
PKA-R1A activ: activators of PKA-R1A holoenzyme, primary screen, biochemical, fluorescence polarization, Cy5-IP20, bovine R1A, mouse PKAc; activation, % at 11.4 µM; actives 0.083% (n = 340,000); cAMP-dependent protein kinase type I-alpha regulatory subunit (Bos taurus) + …; AID 504707, 2011; PKA-R1A dissociation; scaled: DMSO 0%, 113 µM cGMP 100%;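 active = percent activation above the mean of all tested compounds plus 3 SD, cut at about 19% in these data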;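 also: higher means more PKAc released from R1A so a rise in polarization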
AddAB inh: growth inhibition of E. coli expressing H. pylori AddAB, primary screen, AddAB inhibitor project, absorbance; actives 0.29% (n = 330,000); inhibition, % at 11.9 µM; in the data active = inhibition above about 12%;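 also: 0% = vehicle wells of infected cells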
* hit, by the source's call; i = inactive; nt = no result given.

The first 5 records as a preview:
Each structure is followed by: MOR-DOR inv ag	Mot1-301 SUMO	PfHsp90 set2	phage Ecoli inh	Tat export inh	MOR-DOR ag	E coli growth	DSG3 Ab inh	Arr AP2 block	PKA-R1A activ	AddAB inh
- NCCCC[C@H]1CNC(=O)C(=O)N1CCCCC1CCCCC1
  8	109	-12	3.3	-26	-1.4	-3.4	99	nt	-3	2.9
- COc1ccc(CCNC(=S)Nc2cccc(C)c2C)cc1
  8	7	nt	2.4	8	-1.7	-0.3	106	-8	-3	1.4
- Cc1cc(Cl)ccc1OCC(=O)N(Cc1ccco1)C1CCS(=O)(=O)C1 (centres undefined)
  14	48	4	-1.3	2	-2.7	1.0	94	3	3	3.8
- CN(C)CCCN1C(=O)CSC1c1ccccc1 (centres undefined)
  5	-1	14	3.0	0	-0.8	-0.2	109	-9	0	1.3
- COc1cccc(N2CCN(C(=O)CCc3nnc4ccc(N5CCOCC5)nn34)CC2)c1
  15	7	-3	0.6	-6	-2.9	1.1	109	-2	4	3.3

This part in full, from the start:
Each structure is followed by: MOR-DOR inv ag	Mot1-301 SUMO	PfHsp90 set2	phage Ecoli inh	Tat export inh	MOR-DOR ag	E coli growth	DSG3 Ab inh	Arr AP2 block	PKA-R1A activ	AddAB inh
- NCCCC[C@H]1CNC(=O)C(=O)N1CCCCC1CCCCC1
  8	109	-12	3.3	-26	-1.4	-3.4	99	nt	-3	2.9
- COc1ccc(CCNC(=S)Nc2cccc(C)c2C)cc1
  8	7	nt	2.4	8	-1.7	-0.3	106	-8	-3	1.4
- Cc1cc(Cl)ccc1OCC(=O)N(Cc1ccco1)C1CCS(=O)(=O)C1 (centres undefined)
  14	48	4	-1.3	2	-2.7	1.0	94	3	3	3.8
- CN(C)CCCN1C(=O)CSC1c1ccccc1 (centres undefined)
  5	-1	14	3.0	0	-0.8	-0.2	109	-9	0	1.3
- COc1cccc(N2CCN(C(=O)CCc3nnc4ccc(N5CCOCC5)nn34)CC2)c1
  15	7	-3	0.6	-6	-2.9	1.1	109	-2	4	3.3
- Cc1ccc(C(C(=O)NCc2ccco2)N(C(=O)CNC(=O)c2cccs2)c2ccc(C)cc2C)cc1 (centres undefined)
  -73	56	-43	3.0	-9	13	2.4	97	5	0	4.0
- CCCCNC(=S)Nc1ccc(Oc2ccccc2)cc1
  -29	6	16	5.4	-2	5.8	1.9	102	14	-9	6.4
- CC(C)(C)NC(=S)Nc1cccc(C(F)(F)F)c1
  -34	18	23	5.2	2	7.2	-0.2	93	6	3	2.9
- CCOC(=O)C1=C(C)OC(N)=C(C#N)C1c1ccc(OC)c(C)c1OC (centres undefined)
  12	-7	nt	2.6	-5	-2.5	1.6	88	3	4	0.8
- O=C(c1nn2c(C(F)(F)F)cc(-c3cccs3)nc2c1Cl)N1CCCc2ccccc21
  6	3	-3	1.8	-6	-1.1	0.2	i	-133	1	1.5
- CN(CC(=O)Nc1ccc(F)cc1)C(=O)COC(=O)c1cc(Br)c(Br)s1
  -5	nt	6	1.2	5	1.2	nt	109	2	-3	nt
- N#Cc1c(NC(=O)COC(=O)c2ccc(S(=O)(=O)N3CCCC3)cc2)sc2c1CCCCC2
  -4	0	-22	4.7	-13	0.5	0.2	98	20	-7	3.8
- Cc1ccc(NC(=O)C(=O)Nc2ccccn2)cc1
  11	8	12	3.8	-12	-2.2	2.4	110	12	0	2.1
- CCOC(=O)Cc1nnc(NC(=O)c2ccco2)s1
  -4	9	-14	2.2	-5	0.9	-0.2	92	4	1	1.1
- CNCc1c(OCc2ccc(F)cc2)ccc2ccccc12
  3	-7	nt	3.6	1	-0.6	1.5	103	5	6	2.7
- CSc1ncccc1C(=O)OCC(=O)NCc1ccc2c(c1)OCO2
  9	294*	2	0.6	-4	-1.4	-1.2	88	16	-5	-1.0
- Cc1ccc(-c2nc(SCC(=O)NCC3CCCO3)c(-c3ccc(C)cc3)[nH]2)cc1 (centres undefined)
  4	47	16	3.6	-7	-0.6	-0.8	101	11	-2	1.6
- Cc1ccc(C(=O)NC(=S)Nn2cnnc2)cc1
  20	6	21	3.5	-4	-3.7	-0.3	128	-12	3	0.7
- O=C(NC1CCCCC1)C(c1cccs1)N(Cc1cccs1)C(=O)c1cccs1 (centres undefined)
  3	50	-10	0.8	0	-0.5	1.3	96	2	-3	0.3
- NS(=O)(=O)c1ccc(CCNC(=O)C(=O)Nc2cc3c4c(c2)CC(=O)N4CCC3)cc1
  13	-6	8	1.9	-2	-2.3	-2.6	107	14	3	1.0
- O=C(NCc1cccc(C(F)(F)F)c1)C1CC(c2ccccc2F)=NO1 (centres undefined)
  10	25	nt	2.3	-29	-1.8	1.7	98	21	-3	2.4
- CCOC(=O)C(CC)n1cnc2c(nnn2-c2ccc(OC)cc2)c1=O (centres undefined)
  6	-1	-44	4.1	0	-1.2	1.6	101	-1	3	0.5
- O=C(c1ccc2ccccc2c1)N1CCN(c2ccc(O)cc2)CC1
  7	22	-11	2.6	0	-1.1	1.5	102	5	0	4.5
- CC(C(=O)N1CCc2ccccc21)N1CCN(c2cccc(C(F)(F)F)c2)CC1 (centres undefined)
  -8	-2	-17	-0.2	18	1.1	3.2	nt	26	0	2.5
- COc1cc(Br)c(S(=O)(=O)Nc2c(C)n(C)n(-c3ccccc3)c2=O)cc1OC
  12	-11	11	1.9	2	-2.1	1.1	104	5	3	1.5
- O=C1[C@H]2CCC=C[C@H]2[C@H](c2ccccc2Br)N1Cc1ccccc1
  -21	nt	-34	-3.1	13	4.3	0.9	102	0	-7	-0.6
- O=C(O)C1CCCN1C(=O)C12CC3CC(CC(C3)C1)C2 (centres undefined)
  14	21	0	0.7	-2	-3.0	0.0	96	-15	-7	2.5
- COc1ccc(NC(=O)CN2C(=O)CSc3ncccc32)cc1
  -2	8	-1	3.6	1	0.3	0.1	98	12	-3	0.5
- Nc1ncnc2c1ncn2[C@@H]1O[C@H](CNC(=O)[C@@H](N)CO)[C@@H](O)[C@H]1O
  17	nt	3	2.4	-2	-3.5	0.7	99	-15	-4	-0.1
- CN(C(=O)CSc1nnc(-c2ccc(OC(F)F)cc2)n1N)C1CCS(=O)(=O)C1 (centres undefined)
  19	-9	-6	4.1	3	-3.9	4.8	95	-4	-5	5.7
- COc1cccc(NC(=O)Nc2cccc(C)n2)c1
  13	-6	-32	3.1	-3	-2.9	2.6	116	12	2	5.2
- Cc1ccc(S(=O)(=O)N(C)Cc2ccc(C(=O)NN=C(CC(C)C)CC(C)C)cc2)cc1
  -70	1	14	4.7	4	12	0.9	102	-1	-9	0.7
- C/C(CC(=O)Nc1cc(C)ccn1)=N\NC(=O)C(=O)Nc1cccc(C)c1
  10	13	2	3.6	2	-1.9	0.9	nt	4	-3	5.0
- CC(C)N1CCN(Cc2nc(-c3ccccc3)cs2)CC1CCO (centres undefined)
  -5	-10	9	4.2	-5	0.7	-0.4	86	9	-22	1.6
- CCn1c(SCC(=O)N(C)C)nc2cc(S(=O)(=O)N3CCCCC3)ccc21
  14	-10	20	0.0	-3	-2.5	1.4	106	2	0	2.4
- NS(=O)(=O)c1cccc(NS(=O)(=O)c2ccc(/C=C/C(=O)O)cc2)c1
  23	nt	-4	-0.2	-1	-4.3	-1.4	99	27	-6	2.3
- CCOc1cc(NC(=O)c2ccco2)c(OCC)cc1NC(=O)c1cc(OC)c(OC)c(OC)c1
  1	14	-20	2.3	-2	-0.2	-5.3	100	23	5	0.7
- Nc1ccccc1OCCOCCOc1ccccc1N
  -4	i	-11	1.5	-2	0.7	0.1	99	18	-3	2.5
- Cc1ccc(S(=O)(=O)N2CCC(C(=O)NCCCN3CCCC3=O)CC2)cc1C
  4	-7	3	0.6	1	-0.5	-0.9	98	27	10	2.0
- O=S(=O)(Nc1ccc(-n2cccc2)cc1)c1ccc(Cl)c(Cl)c1
  -14	102	-15	2.7	3	2.8	1.7	nt	-94	-4	1.1
- CC(/C=N\Nc1nnc2c(n1)[nH]c1c(C)cccc12)=C\c1ccco1
  -1	7	-8	4.0	-12	0.1	-1.8	95	8	8	0.8
- COc1ccc(C(O)P(=O)(OC(C)C)OC(C)C)cc1OC (centres undefined)
  13	nt	-3	3.0	18	-2.7	-2.7	102	-4	-2	-2.3

Assay outcomes deposited in PubChem BioAssay by several laboratories.

Compounds were not picked by outcome; about 2.8% have a hit in one of these screens.
